Screens as filed in PubChem.
EWS-Fli block: inhibitors of EWS/Fli oncoprotein transcriptional activity; A673 NR0B1-luciferase reporter, viability-normalised; inhibition, % at 12.6 µM; 0.67% of 350,000 active; AID 651661;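 active = mean inhibition of at least 50% after viability correction, with every replicate also passing that limit; inconclusive = mean reaches 50% but only one of two replicates passes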;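 also: firefly luciferase signal divided by Alamar Blue viability fluorescence both relative to DMSO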
FN deposit inh: fibronectin deposition inhibition; AH1F fibroblasts, Alexa488-fibronectin deposition fluorescence, overnight; inhibition, % at 12.6 µM; 0.086% of 350,000 active;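 active = mean inhibition across replicates of 30% or more, regardless of how many single replicates reach that level; inconclusive = mean under 30% yet at least half of replicates reach 30%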;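 also: positive control wells lacked labelled fibronectin entirely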
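Measured by – fluorescence 485/525 nm · System – AH1F fibroblast monolayer, labelled fibronectin deposition · Amount – 10000 cells per well · Buffer or medium – serum-reduced DMEM (2% serum) · Doses – single dose, pinned · Also added – fluorescent fibronectin at 24 nM final · Schedule – 1 h cell attachment, overnight exposure to compound and label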
S100A4 inh HTS: inhibitors of human S100A4 binding to myosin IIA peptide | S100A4/TAMRA-MyoIIA peptide fluorescence polarization | inhibition, % at 10.7 µM | 0.14% of 360,000 active;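 active = mean inhibition of at least 70% across replicates, with every replicate also reaching that level; inconclusive = mean inhibition reaches 70% but some replicates fall short; inactive = mean inhibition below 70%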
Target sequence (P26447 whole entry, looked up): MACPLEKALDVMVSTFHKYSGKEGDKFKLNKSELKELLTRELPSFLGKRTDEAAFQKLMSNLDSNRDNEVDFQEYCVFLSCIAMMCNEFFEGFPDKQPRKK
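Material: S100A4 monomer protein | Medium: HEPES pH 7.2 with CaCl2, KCl, NaCl, DTT, Triton | Reagent: Labelled myosin peptide probe, 5 nM | Doses: One dose per compound | Times: 5 min incubation before reading | Benchmarks: Neutral control DMSO, positive control TFP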
PGC1a acetyl inh: PGC1a acetylation modulation, inhibitor mode | U2OS PGC1a acetylation, AlphaScreen anti-acetyl-lysine; with virally co-expressed GCN5 acetyltransferase | inhibition, % at 15.6 µM | 0.17% of 350,000 active | AID 651687;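 active = every replicate shows inhibition of at least 40%; inconclusive = mean inhibition at least 40% but some replicate below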;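 also: 0% = neutral control wells and 100% = positive control wells; some results beyond the cut were filed as inactive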
LGR2 antag: blocks bursicon-induced cAMP signaling via Drosophila LGR2; AID 720647; HEK293 LGR2, CRE-luciferase, bursicon-stimulated, 4 h; inhibition, % at 9.99 µM; 0.35% of 380,000 active;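 active = drop in luminescence signal, shown as inhibition above about 50% in the replicate tests, limit read from the data, passing the limit was not always enough; inconclusive = probably only some replicates passing the limit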;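 also: agonist challenge used bursicon conditioned medium at about half maximal strength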
PglD inh: PglD (C. jejuni) enzyme inhibition. purified PglD enzyme, DTNB colorimetric CoA detection. 0.098% of 360,000 active. inhibition, % at 12.5 µM; in the data active = inhibition above about 16%, passing the limit was not always enough; inconclusive = no clear call, values can overlap the other calls; also: strong numbers were not always called active
PAX8 inh HTS: lowers PAX8-driven luciferase in RMG-I cells | 1.2% of 360,000 active | inhibition, % at 12.6 µM | AID 652154 | RMG-I TPO-luciferase reporter, SteadyGlo, 24 h;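 active = mean replicate inhibition at least 60% with every replicate also reaching 60%; inconclusive = only one of the two criteria is met; inactive = mean below 60% and not all replicates reaching 60%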;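 also: luciferase light reporting Pax8 driven TPO promoter activity; plate controls were median of neutral control wells for no effect and mitoxantrone controls for full effect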
ERAP1 inh: inhibitors of human ERAP1 aminopeptidase | 0.15% of 340,000 active | Q9NZ08 | inhibition, % at 10.7 µM | recombinant ERAP1, Leu-AMC fluorescence, 60 min;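 active = mean replicate inhibition of at least 30%, or all replicates individually reaching that 30% level; inactive = mean below 30% and not every replicate reaching it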;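 also: 0% = neutral control wells and 100% = L-leucinethiol positive control wells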
Target sequence (Q9NZ08 whole entry, looked up): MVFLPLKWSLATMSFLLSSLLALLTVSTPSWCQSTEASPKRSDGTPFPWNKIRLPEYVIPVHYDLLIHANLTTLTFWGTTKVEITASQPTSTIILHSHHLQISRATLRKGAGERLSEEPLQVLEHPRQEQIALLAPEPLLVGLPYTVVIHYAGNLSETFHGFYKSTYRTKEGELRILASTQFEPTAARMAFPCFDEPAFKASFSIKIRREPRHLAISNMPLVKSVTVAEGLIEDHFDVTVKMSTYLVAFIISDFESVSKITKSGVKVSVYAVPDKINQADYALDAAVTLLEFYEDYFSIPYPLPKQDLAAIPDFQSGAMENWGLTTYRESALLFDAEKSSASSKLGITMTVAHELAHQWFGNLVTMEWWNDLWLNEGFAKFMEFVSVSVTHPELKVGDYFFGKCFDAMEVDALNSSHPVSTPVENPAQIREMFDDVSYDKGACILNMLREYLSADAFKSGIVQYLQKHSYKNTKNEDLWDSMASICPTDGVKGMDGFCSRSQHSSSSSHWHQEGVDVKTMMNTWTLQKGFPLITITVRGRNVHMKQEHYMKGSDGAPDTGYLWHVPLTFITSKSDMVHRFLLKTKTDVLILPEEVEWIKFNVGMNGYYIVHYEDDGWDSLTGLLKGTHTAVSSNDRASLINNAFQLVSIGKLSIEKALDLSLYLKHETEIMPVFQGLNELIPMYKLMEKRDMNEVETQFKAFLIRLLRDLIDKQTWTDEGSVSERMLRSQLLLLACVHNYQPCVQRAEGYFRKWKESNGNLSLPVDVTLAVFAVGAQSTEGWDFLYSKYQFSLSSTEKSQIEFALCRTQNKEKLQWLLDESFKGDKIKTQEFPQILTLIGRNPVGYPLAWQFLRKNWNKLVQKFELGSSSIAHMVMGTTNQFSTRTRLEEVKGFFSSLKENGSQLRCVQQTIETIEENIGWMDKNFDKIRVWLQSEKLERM
* marks the source's active call; other numbers are inactive results; ? = inconclusive; / = not tested or not shown.

SMILES | EWS-Fli block | FN deposit inh | S100A4 inh HTS | PGC1a acetyl inh | LGR2 antag | PglD inh | PAX8 inh HTS | ERAP1 inh
CC(C)C#Cc1cnc2c(c1)C(=O)N([C@H](C)CO)C[C@@H](C)[C@@H](CN(C)Cc1ccccn1)O2 | -5.2 | -16.9 | 14.4 | 7.9 | 9.3 | -2.5 | -18.4 | -1.6
OC[C@@H]1[C@H](c2ccccc2)C2(CN(Cc3ccccc3)C2)N1Cc1ccncc1 | -1.2 | -3.3 | 0.7 | 11.4 | -5.2 | / | 5.0 | -1.0
COc1cc(C(=O)C(O)c2ccc(O)c(OC)c2)ccc1O (stereo unspecified) | -0.5 | -5.9 | -3.8 | -2.4 | 9.9 | -0.6 | 4.1 | -0.1
CC(C)NC(=O)N(C)C[C@H]1Oc2ccc(NC(=O)CCCCCC(=O)Nc3ccccc3N)cc2C(=O)N([C@H](C)CO)C[C@@H]1C | 5.6 | / | 8.2 | 9.8 | 2.0 | -0.9 | / | -5.3
C1COCCNCCOCCOCCOCCN1 | / | 10.5 | / | 6.0 | 7.2 | -5.2 | 5.7 | /
CN(CCc1ccccc1)C(=O)c1ccc(NC(=O)Cc2cccc(NC(=O)C3CCN(C(=O)c4ccccc4)CC3)c2)cc1 | 5.5 | -1.6 | 4.3 | -6.4 | -4.6 | 0.0 | 1.9 | 11.4
CC(=O)C1=C(C)NC(=O)CC1c1ccccc1Cl (stereo unspecified) | -11.3 | 3.9 | 7.5 | / | -10.4 | / | 2.7 | -1.6
Cc1csc(C(C#N)C(=O)c2cc3ccccc3o2)n1 (stereo unspecified) | / | -37.1 | ? | -7.0 | -48.6 | -2.0 | / | -1.6
Cc1ccc2cc(CCNC(=O)c3cccs3)c(=O)[nH]c2c1 | -78.4 | -2.8 | -0.2 | -3.7 | -67.6 | 2.4 | -132.9 | /
Cc1cc(C(=O)Nc2cccc3c2O[C@H](CN(C)C(=O)Nc2ccc(F)cc2)[C@H](C)CN([C@H](C)CO)C3=O)n(C)n1 | -7.0 | / | -1.5 | -1.9 | -0.2 | -2.4 | 0.4 | -0.8
Cc1cccc(C)c1NC(=O)CSc1nnc(-c2ccoc2C)n1CCc1ccccc1 | / | 7.1 | / | 33.8 | / | 6.5 | 6.0 | /
O=[N+]([O-])c1ccc(Cl)c(CN2CCN(c3ncc(Cc4ccccc4)cn3)CC2)c1 | 10.2 | 8.5 | 13.0 | / | -24.2 | / | -1.9 | /
COc1ccccc1-c1nnc(SCC(=O)NC2CCCCC2)n1C | -7.5 | -0.3 | 0.8 | 4.7 | -3.6 | 3.8 | -0.6 | 1.9
COc1ccc(OCc2cc(C(=O)N(C)CC3CCCCO3)no2)c(Cl)c1 (stereo unspecified) | / | -3.6 | 1.2 | / | -14.2 | -0.6 | -152.6 | 2.0
O=C(Nc1nnc(-c2ccccc2)o1)Nc1ccc(F)cc1F | -3.8 | -11.0 | 1.0 | / | 24.6 | / | 11.3 | -0.6
CC1NC(=O)c2ccccc2-n2c1nc1cc(F)ccc1c2=O (stereo unspecified) | -9.6 | -18.2 | -3.5 | / | 6.6 | / | 4.8 | 0.7
CCN(CC)c1ccc(C(=O)NNC(=O)Cn2c(=O)cnc3ccccc32)cc1 | -0.7 | 2.5 | -32.2 | -7.1 | 7.1 | 0.4 | 2.7 | -9.1
CC(C(=O)Nc1ccc2c(c1)OCCO2)c1ccc([N+](=O)[O-])cc1 (stereo unspecified) | -16.9 | 1.6 | 0.6 | / | -12.3 | / | -12.3 | -0.9
COc1cc(-c2nc(CN3CCN(C(=O)c4ccco4)CC3)c(C)o2)ccc1F | 3.0 | 1.3 | -4.1 | 2.5 | 4.1 | -6.9 | / | -0.1
CN(C)CCCNC(=O)C[C@H]1CC[C@H]2[C@H](COc3ccc(NC(=O)NC4CCCC4)cc3C(=O)N2C)O1 | -23.3 | 6.3 | 8.0 | 0.5 | -18.5 | 0.5 | -49.9 | 0.4
COC(=O)c1ccccc1NC(=O)Oc1ccc(C(C)C)cc1 | -5.0 | / | -3.5 | -16.7 | -2.2 | -5.0 | / | 0.9
COc1ccccc1/C=C(/C(=O)NCCCn1ccnc1)c1ccccc1 | -0.1 | 0.5 | 0.0 | 7.7 | 16.4 | 1.1 | 7.7 | -1.8
Oc1ccc(/C=N/Nc2ccc(C(F)(F)F)cn2)cc1 | -51.5 | 0.8 | -5.0 | / | -89.6 | / | -178.1 | 3.2
O=C(Cc1cccnc1)N[C@@H]1CC[C@@H](CCn2cc(Cc3ccccc3)nn2)O[C@H]1CO | 18.6 | / | 1.0 | 1.1 | 11.6 | 0.6 | -16.1 | 1.9
Cc1cc(Br)cc2c(C(=O)NCC3CCCO3)cc(-c3ccccc3)nc12 (stereo unspecified) | / | 7.1 | -1.5 | / | 5.1 | -2.8 | 5.8 | -5.0
C[C@@H]1CN([C@@H](C)CO)C(=O)c2cc(NS(=O)(=O)c3ccc(F)cc3)ccc2O[C@@H](C)CCCCO[C@H]1CN(C)Cc1ccc(C(=O)O)cc1 | -0.9 | / | 2.5 | 10.6 | 11.4 | -1.8 | -0.9 | -0.6
C=CCn1c(C)nnc1SCC(=O)Nc1nc(C)c(C(=O)N(C)C)s1 | -10.0 | / | 1.9 | 11.6 | -13.4 | 9.0 | 6.3 | -2.2
Cc1ccc([C@@H]2CC=C(C(=O)O)[C@H](c3cccc(Cl)c3)N2S(=O)(=O)c2ccc(C)cc2)cc1 | -3.7 | -1.6 | -20.9 | / | -10.6 | 1.4 | -0.4 | /
CCC(=O)N1[C@H](CO)[C@@H]2c3ccccc3N(C(=O)c3cnccn3)C[C@@H]21 | 1.0 | -1.5 | 12.4 | 2.2 | 5.8 | -5.6 | -5.7 | -2.6
O=C(Nc1ccc(NC(=O)c2cccs2)cc1)c1ccc2c(c1)OCO2 | -2.8 | -4.4 | 0.7 | -9.7 | -3.0 | -5.1 | 3.1 | -0.2
OC(CC#CCN1CCCC1)(c1ccccc1)c1ccccc1 | 10.6 | 1.2 | 2.5 | -12.8 | / | / | 20.9 | -0.1
CC(=O)Nc1nc(-c2cc([N+](=O)[O-])cs2)cs1 | -10.1 | / | 2.1 | / | -22.4 | / | -11.3 | 0.8
CCN1[C@H](C(=O)N2CCN(C)CC2)[C@@H](CO)[C@@H]2Cn3c(ccc(-c4ccccc4)c3=O)[C@@H]21 | -4.5 | / | 11.8 | -6.0 | 14.5 | 4.1 | 10.3 | /
C[C@@H]1CN([C@H](C)CO)C(=O)c2cc(C#C[C@@H](C)O)cnc2O[C@H]1CN(C)Cc1ccccn1 | -6.9 | / | ? | 0.2 | -11.5 | 2.2 | / | 1.9
Cc1cc(NC(=O)CSc2nc(=O)n3cccc(C)c3n2)no1 | -1.6 | 4.8 | -3.9 | / | 11.5 | 3.0 | -0.8 | -2.3
CCOc1ccc(NC(=O)CN(C)C(=O)CCSc2ccc(F)cc2)cc1OCC | 0.9 | 13.6 | 4.0 | -11.2 | 4.6 | 1.6 | -9.1 | 0.5
CCO[C@H]1OC(C(=O)NC2CC2)=C[C@@H](c2csc3ccccc23)[C@@H]1CCCO | -10.4 | 4.8 | 1.4 | 9.6 | / | -2.5 | 0.9 | -0.3
COc1ccc(OCCn2ccnc2)cc1 | -3.1 | 5.7 | 1.1 | -5.2 | 9.0 | -4.2 | 2.4 | -3.0
CC[C@@H]1CCCCc2ccccc2[C@@H](C(=O)C[C@H](O)CC(C)=O)OC1=O | -4.7 | -7.4 | -5.0 | 4.5 | 1.1 | -0.9 | -1.0 | /
Cc1c(Cl)cccc1NC(=S)N(Cc1ccccc1)Cc1cccnc1 | -2.5 | 4.5 | -1.2 | -22.0 | -7.0 | / | -0.4 | 1.9
O=C(NC(=S)N1CCN(c2ccccc2)CC1)c1ccc(S(=O)(=O)N2CCOCC2)cc1 | 4.1 | 14.0 | -3.0 | 2.9 | 7.4 | 2.0 | -11.1 | -1.6
CCCNC(=O)[C@H]1[C@H](CO)[C@H]2Cn3c(ccc(-c4ccccc4F)c3=O)[C@@H]1N2S(C)(=O)=O | -3.5 | / | -0.4 | / | 10.8 | -1.3 | -4.1 | -2.7
COc1cccc(NC(=O)c2ccc(CN3CCc4ccccc4C3)cc2)c1 | -12.4 | 2.1 | -1.0 | 2.3 | -40.5 | 7.8 | -26.5 | -2.2
O=C(Nc1ccc2ccccc2c1)C(c1ccccc1F)n1c(=O)c(-c2cc3ccccc3[nH]2)nc2ccccc21 (stereo unspecified) | -13.9 | -4.2 | -5.8 | / | -23.7 | / | 6.8 | -3.6
CC1(NC(=O)c2cccc(S(=O)(=O)N3CCCc4ccccc43)c2)CCS(=O)(=O)C1 (stereo unspecified) | 1.4 | -6.9 | 2.6 | -0.2 | -3.3 | -6.6 | 5.6 | -0.2
O=C1CN(S(=O)(=O)c2ccccc2)C[C@H]2[C@@H](c3ccc(C4=CCCC4)cc3)[C@@H](CO)N12 | 0.5 | / | 0.3 | -0.5 | -6.6 | / | / | 1.2
N#Cc1cc2cc3c(cc2nc1SCC(=O)N1CCOCC1)OCO3 | -78.0 | -4.6 | -27.2 | / | -39.0 | 2.2 | -102.7 | -2.5
C[C@@H]1CN([C@H](C)CO)C(=O)c2cc(C#Cc3ccccc3F)cnc2O[C@@H]1CN(C)C(=O)Cc1ccccc1 | -5.6 | -2.3 | -26.3 | 16.6 | -8.7 | 1.0 | / | 0.1
COc1ccccc1N(CC(=O)Nc1cc(C)on1)S(=O)(=O)c1cccc(C(F)(F)F)c1 | -6.4 | -7.3 | 2.2 | / | -2.0 | -3.9 | 0.6 | -6.5
CCn1c(N)c(Br)c(=O)[nH]c1=O | 5.7 | 5.2 | -3.8 | / | / | / | -4.2 | 3.9
COc1ccc(C(=O)N(C)C(C)c2nccs2)cc1OC1CCN(C(C)=O)CC1 (stereo unspecified) | 5.3 | 9.7 | -4.9 | / | -7.0 | -7.3 | -7.7 | -2.5
COc1ccc(CN(C)C[C@H]2OCCCC[C@@H](C)Oc3ccc(NC(=O)Nc4ccccc4)cc3C(=O)N([C@@H](C)CO)C[C@H]2C)cc1 | 13.1 | -20.2 | / | 3.9 | 11.7 | -0.5 | 14.8 | /
CCOC(=O)CNC(=O)c1cccnc1Oc1ccc(Cl)cc1 | -0.2 | -0.1 | 1.6 | 3.9 | / | 3.6 | 9.3 | 2.1
Cc1cc(C)cc(NC(=O)C2CCCN(c3nccc(C)n3)C2)c1 (stereo unspecified) | 6.4 | / | -3.4 | 7.9 | -3.4 | -6.6 | / | 0.5
COc1ccc(NC(=O)C2CC(=O)N/C(=N/NC(=O)c3ccc(Cl)cc3)S2)cc1 (stereo unspecified) | 1.3 | 7.7 | 0.7 | / | -3.7 | / | -6.8 | 0.6
CCCCNCCS(=O)(=O)NCc1ccccc1 | -1.5 | -0.1 | -5.0 | / | 11.7 | -0.8 | 2.7 | 3.5

2 records picked at random from those above, as already listed:
SMILES | EWS-Fli block | FN deposit inh | S100A4 inh HTS | PGC1a acetyl inh | LGR2 antag | PglD inh | PAX8 inh HTS | ERAP1 inh
COc1ccc(NC(=O)C2CC(=O)N/C(=N/NC(=O)c3ccc(Cl)cc3)S2)cc1 (stereo unspecified) | 1.3 | 7.7 | 0.7 | / | -3.7 | / | -6.8 | 0.6
COc1ccccc1N(CC(=O)Nc1cc(C)on1)S(=O)(=O)c1cccc(C(F)(F)F)c1 | -6.4 | -7.3 | 2.2 | / | -2.0 | -3.9 | 0.6 | -6.5
